BAZ2B block: qHTS Assay for Inhibitors of BAZ2B | Potency, µM (titrated, usually from 114 µM), without a hit: top-dose activity change, negative = inhibition, most hits filed as inhibitors | AID 504333, 2011 | AlphaScreen BAZ2B-H3K14Ac peptide displacement | 4.4% of 360,000 active | Bromodomain adjacent to zinc finger domain protein 2B (Homo sapiens), Q9UIF8; further: on the % scale 0 is the no-effect control and ±100 the full control effect; nearly all actives have a fitted effect of over 60% in size
Target sequence (Q9UIF8 whole entry, looked up, the tested form may be a part): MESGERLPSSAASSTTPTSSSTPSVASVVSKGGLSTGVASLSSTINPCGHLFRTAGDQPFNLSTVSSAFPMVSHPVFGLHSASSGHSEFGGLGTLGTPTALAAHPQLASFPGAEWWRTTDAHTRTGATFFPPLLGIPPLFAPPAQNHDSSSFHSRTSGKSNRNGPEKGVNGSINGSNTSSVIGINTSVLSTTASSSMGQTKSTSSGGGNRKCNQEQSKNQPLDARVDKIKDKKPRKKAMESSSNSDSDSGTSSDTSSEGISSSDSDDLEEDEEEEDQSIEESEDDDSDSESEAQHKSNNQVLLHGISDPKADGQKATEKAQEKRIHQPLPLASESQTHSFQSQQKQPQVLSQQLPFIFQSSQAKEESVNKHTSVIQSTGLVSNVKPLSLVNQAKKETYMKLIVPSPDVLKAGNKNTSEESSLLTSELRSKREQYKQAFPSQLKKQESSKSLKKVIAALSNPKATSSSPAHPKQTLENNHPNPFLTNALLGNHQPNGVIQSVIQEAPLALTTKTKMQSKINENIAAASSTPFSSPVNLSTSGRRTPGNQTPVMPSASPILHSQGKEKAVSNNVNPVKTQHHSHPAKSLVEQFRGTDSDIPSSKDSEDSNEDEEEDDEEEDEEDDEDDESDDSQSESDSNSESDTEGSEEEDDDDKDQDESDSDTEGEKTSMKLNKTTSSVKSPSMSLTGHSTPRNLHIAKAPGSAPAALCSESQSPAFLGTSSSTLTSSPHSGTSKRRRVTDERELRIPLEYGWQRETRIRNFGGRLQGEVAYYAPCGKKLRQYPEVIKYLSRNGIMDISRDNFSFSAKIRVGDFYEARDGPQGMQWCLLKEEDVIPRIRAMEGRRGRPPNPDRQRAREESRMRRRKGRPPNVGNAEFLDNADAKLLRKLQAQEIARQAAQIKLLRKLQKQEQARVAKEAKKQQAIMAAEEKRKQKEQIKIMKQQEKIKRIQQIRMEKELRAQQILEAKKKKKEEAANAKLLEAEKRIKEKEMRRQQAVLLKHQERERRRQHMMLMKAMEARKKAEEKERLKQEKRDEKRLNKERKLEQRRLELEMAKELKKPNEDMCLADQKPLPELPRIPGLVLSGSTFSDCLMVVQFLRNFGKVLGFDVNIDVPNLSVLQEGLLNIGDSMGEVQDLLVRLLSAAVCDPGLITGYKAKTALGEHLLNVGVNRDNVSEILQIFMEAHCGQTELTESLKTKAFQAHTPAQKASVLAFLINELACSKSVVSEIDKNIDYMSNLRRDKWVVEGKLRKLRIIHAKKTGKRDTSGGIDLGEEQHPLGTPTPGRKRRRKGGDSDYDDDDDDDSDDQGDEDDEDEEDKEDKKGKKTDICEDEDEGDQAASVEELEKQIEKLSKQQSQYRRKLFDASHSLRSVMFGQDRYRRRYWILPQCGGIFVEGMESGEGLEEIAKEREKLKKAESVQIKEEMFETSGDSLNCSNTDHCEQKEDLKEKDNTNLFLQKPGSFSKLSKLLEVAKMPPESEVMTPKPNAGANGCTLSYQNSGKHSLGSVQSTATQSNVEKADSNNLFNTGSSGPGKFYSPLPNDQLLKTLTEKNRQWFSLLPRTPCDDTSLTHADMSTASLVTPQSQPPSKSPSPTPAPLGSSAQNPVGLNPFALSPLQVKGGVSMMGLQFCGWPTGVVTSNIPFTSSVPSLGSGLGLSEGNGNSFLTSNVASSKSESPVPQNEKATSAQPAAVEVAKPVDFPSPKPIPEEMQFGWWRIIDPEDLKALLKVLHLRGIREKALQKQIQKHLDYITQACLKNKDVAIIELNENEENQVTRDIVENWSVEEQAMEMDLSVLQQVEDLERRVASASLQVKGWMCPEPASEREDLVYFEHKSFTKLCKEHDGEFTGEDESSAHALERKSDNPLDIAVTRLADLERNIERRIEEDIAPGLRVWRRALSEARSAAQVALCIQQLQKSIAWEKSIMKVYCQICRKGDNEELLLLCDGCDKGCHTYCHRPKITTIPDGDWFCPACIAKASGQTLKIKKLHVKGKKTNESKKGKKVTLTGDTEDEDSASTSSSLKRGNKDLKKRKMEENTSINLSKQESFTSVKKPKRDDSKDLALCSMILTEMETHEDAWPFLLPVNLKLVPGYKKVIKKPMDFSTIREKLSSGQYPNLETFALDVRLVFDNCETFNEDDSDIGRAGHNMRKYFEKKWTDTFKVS
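AlphaScreen luminescence quantifies BAZ2B engagement of H3K14Ac peptide; the protein and biotinylated peptide are both at 50 nM final, buffer PBS pH 7.4 with 0.01% Tween-20, all steps at room temperature.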
Pol beta inh: qHTS Assay for Inhibitors of DNA Polymerase Beta. P06746. Pol beta primer extension/strand displacement, fluorescence kinetic. Potency, µM (series often up to 114 µM), for the others: top-dose activity change, negative = inhibition, most hits filed as inhibitors. 1.3% of 340,000 active. AID 485314, 2010; further: on the % scale 0 is the no-effect control and ±100 the full control effect
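Kinetic readout of DNA synthesis with strand displacement by Pol beta. Compound and 10 nM enzyme sit 15 min at room temperature; 50 nM substrate starts the reaction, read immediately and at 10 min.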
Pol iota inh: qHTS for Inhibitors of Polymerase Iota; Pol iota fluorescent replication assay, 10 min; DNA polymerase iota (Homo sapiens), Q9UNA4; Potency, µM (titrated, usually from 115 µM), without a hit: at the highest dose activity, negative = inhibition, actives largely listed as inhibitors; 1% of 390,000 active; AID 588590, 2011
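Fluorescent replication assay read twice, at 0 min and 10 min after adding 50 nM (final) substrate. Enzyme (10 nM) and compounds were first incubated 15 min at room temperature; enzyme-free buffer wells were negative controls.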
Pol kappa inh: qHTS for Inhibitors of Polymerase Kappa; DNA polymerase kappa (Homo sapiens), Q9UBT6; purified Pol kappa, fluorescent DNA synthesis assay, 10 min; Potency, µM (series often up to 107 µM), without a hit: top-dose activity, negative = inhibition, most hits filed as inhibitors; 0.53% of 400,000 active; further: on the % scale 0 is the no-effect control and ±100 the full control effect
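50 nM final substrate added after 15 min RT preincubation of 10 nM Pol kappa with compound; fluorescence read at 0 and 10 min.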
BLM helicase inh: qHTS Assay for Inhibitors of Bloom's syndrome helicase (BLM) | RecQ-like DNA helicase BLM (Homo sapiens), P54132 | recombinant BLM DNA unwinding, fluorescence dequenching | Potency, µM (top dose mostly 56.1 µM), for inactives: at the top dose activity change, negative = inhibition, actives largely listed as inhibitors | 0.2% of 350,000 active | AID 2528, 2010;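 further: plate controls were vehicle for no effect and no enzyme for full effect; nearly all actives have a fitted effect of over 35% in size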
Apoferritin bind: qHTS Assay for Identification of Novel General Anesthetics. apoferritin/1-aminoanthracene competitive binding, fluorescence. Ferritin light chain (Equus caballus), P02791. Potency, µM (highest dose often 77.5 µM), without a hit: top-dose activity change, negative = displacement, usual class: inhibitors. 0.074% of 350,000 active; further: on the % scale 0 is the no-effect control and ±100 the full control effect; nearly all actives have a fitted effect of over 20% in size
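Read-out: endpoint 1-AMA fluorescence, excitation 380 nm and emission 535 nm, after compounds sit 10 min at room temperature with 10 uM horse-spleen apoferritin in 50% saturated 1-AMA/PBS. Values come from four-parameter Hill fits.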
POLH inh: qHTS for Inhibitors of Polymerase Eta; DNA polymerase eta (Homo sapiens), Q9Y253; recombinant Pol eta, fluorescent DNA replication assay; Potency, µM (highest dose often 114 µM), for inactives: at the top dose activity change, negative = inhibition, usual class: inhibitors; 1.2% of 390,000 active; AID 588591, 2011; further: on the % scale 0 is the no-effect control and ±100 the full control effect
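Pol eta at 10 nM preincubated with compounds 15 min at room temperature; reaction started with fluorescent substrate (50 nM final) and read kinetically at 0 and 10 min.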
G9a inh: qHTS Assay for Inhibitors of Histone Lysine Methyltransferase G9a; G9a H3K9 monomethylation, AlphaScreen, 2 h; AID 504332, 2011; 8.8% of 350,000 active; Potency, µM (titrated, usually from 102 µM), without a hit: at the highest dose activity, negative = inhibition, actives largely listed as inhibitors; Histone-lysine N-methyltransferase EHMT2 (Homo sapiens), Q96KQ7; further: on the % scale 0 is the no-effect control and ±100 the full control effect; nearly all actives have a fitted effect of over 75% in size
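Chemiluminescent proximity detection of H3K9 monomethylation, read after 10 min bead incubation in the dark. Reaction: 20 nM G9a, 500 nM biotin-H3K9 peptide, 20 uM SAM cofactor, 2 h, room temperature, following 15 min enzyme-compound preincubation.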
APE1 inh: qHTS Assay for Inhibitors of the Human Apurinic/apyrimidinic Endonuclease 1 (APE1). AID 2517, 2012. DNA repair nuclease/redox regulator APEX1 (Homo sapiens), P27695. recombinant APE1, TAMRA/BHQ-2 abasic DNA cleavage fluorescence. 0.35% of 350,000 active. Potency, µM (titrated, usually from 65.8 µM), inactives show at the highest dose activity change, negative = inhibition, most hits filed as inhibitors;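 further: plate controls were vehicle for no effect and reference inhibitor for full effect; nearly all actives have a fitted effect of over 55% in size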
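Activity was derived from the fluorescence gain between first and third kinetic reads (60 s intervals, ex 525/em 598 nm) after 50 nM THF-abasic TAMRA/BHQ-2 duplex was added to 0.75 nM APE1 preincubated 15 min with compound.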
Active calls of the source: *; ? = inconclusive; . = no result given; & = joins results of further samples; [ ] = dose if it differs, or a comment. The call rests on the fitted dose curve; in most records, active means well fitted curve in the direction sought with a large enough effect; inconclusive means small, poorly fitted or top-dose-only effect, or another doubt; inactive means no such curve, though single readings can be large; an effect the other way counts as inactive or inconclusive. Potency means the concentration at half of the fitted maximal effect. An excerpt; rates above refer to the full screens.

SMILES	BAZ2B block	Pol beta inh	Pol iota inh	Pol kappa inh	BLM helicase inh	Apoferritin bind	POLH inh	G9a inh	APE1 inh
COc1ccc(C(=O)NC2CCc3ccccc32)cc1OC1CCN(C(C)C)CC1 (configuration not stated)	-10%	29%	24%	3%	1%	-12%	-14%	40%	30%
CC1CCCC(NC(=O)CSC2CCCCC2)C1C (configuration not stated)	0%	0%	149%[activator]	-5%	-4%	?	-24%	13%	-2%
O=C(Nc1ccccc1F)c1ccc(OCc2ccccc2)cc1	10%	17%	0%	-7%	-2%	-2%	-11%	-12%[59 µM]	2%
COc1cc(CN2CCNC(=O)C2CC(=O)NCCC2=CCCCC2)cc(OC)c1 (configuration not stated)	-24%	-1%	3%	-7%	-5%	?	-6%	50µM*	7%
Cc1coc2cc3oc(=O)c(CC(=O)N4C[C@H]5C[C@@H](C4)c4cccc(=O)n4C5)c(C)c3cc12	?	0%	20%	5%	-12%	-8%	-25%	4%	15%
CC(=O)c1ccc(NC(=O)C2CCCO2)cc1 (configuration not stated)	-26%	0%	41%[activator]	-11%	-11%	-1%	-10%	2%	38%
Cc1cc(OCn2ccc(C(=O)O)n2)ccc1Cl	?	9%	2%	-2%	0%	-8%	-12%	?	17%
Cc1ccc(NC(=S)NC2CC3CCCC(C2)N3Cc2ccco2)cc1 (configuration not stated)	-32%	-15%	151%[activator]	-9%	3%	-13%	-20%	.	-6%
O=C(Cc1cccc2ccccc12)NN1C(=O)C2C(C1=O)C1C=CC2C12CC2 (configuration not stated)	6%	9%	11%	1%	3%	?	-22%	23%[59 µM]	8%
Cc1ccc(C)c(N2CCN(C(=O)C3CCC(CNS(=O)(=O)c4ccc(Br)s4)CC3)CC2)c1 (configuration not stated)	-1%	12%	15%	16%	-4%	-9%	-7%	4%[59 µM]	.
O=C1c2ccccc2NC(c2ccc(-c3ccc(C(F)(F)F)cc3)o2)N1O (configuration not stated)	.	.	-12%	-20%	.	.	-11%	.	?
COc1ccccc1C1=Nc2cccc3cccc(c23)N1	40µM*	7%	-7%	4%	-6%	-20%	-18%	40%[0.501 µM]	2%

Part of the list above, with two lines to a compound:
Values run as follows: BAZ2B block	Pol beta inh	Pol iota inh	Pol kappa inh	BLM helicase inh	Apoferritin bind	POLH inh	G9a inh	APE1 inh
> Cc1coc2cc3oc(=O)c(CC(=O)N4C[C@H]5C[C@@H](C4)c4cccc(=O)n4C5)c(C)c3cc12
 : ?	0%	20%	5%	-12%	-8%	-25%	4%	15%
> CC(=O)c1ccc(NC(=O)C2CCCO2)cc1 (configuration not stated)
 : -26%	0%	41%[activator]	-11%	-11%	-1%	-10%	2%	38%
> Cc1cc(OCn2ccc(C(=O)O)n2)ccc1Cl
 : ?	9%	2%	-2%	0%	-8%	-12%	?	17%
> Cc1ccc(NC(=S)NC2CC3CCCC(C2)N3Cc2ccco2)cc1 (configuration not stated)
 : -32%	-15%	151%[activator]	-9%	3%	-13%	-20%	.	-6%

(list continues)
SMILES	BAZ2B block	Pol beta inh	Pol iota inh	Pol kappa inh	BLM helicase inh	Apoferritin bind	POLH inh	G9a inh	APE1 inh
O=C(O)c1cccc(NC(=O)c2ccc3c(c2)C(=O)N(C2CCCCC2)C3=O)c1	5%	13%	1%	-5%	-2%	-10%	-22%	106%[activator]	28%
Cc1ccc(C)c(SCC(=O)NCC(c2ccco2)N2CCCCC2)c1 (configuration not stated)	-2%	.	7%	-3%	.	.	-15%	-12%[0.501 µM]	14%
CCCOc1ccc(CC(=O)NCC2(c3ccccc3)CCOCC2)cc1OC	3%	13%	3%	-9%	1%	-6%	5%	9%[12.7 µM]	-2%
Cc1ccc(S(=O)(=O)N2CCN(C(=O)C3CC(=O)N(c4ccc5c(c4)OCCO5)C3)CC2)cc1 (configuration not stated)	1%	.	17%	-7%	.	.	-14%	-10%[0.501 µM]	28%
COc1cc(/C=N\NC(=O)c2ccc(-c3ccccc3)cc2)cc(OC)c1O	-21%	25µM*	32µM*	?	0%	?	?	?	-10%
Cc1ccccc1-c1nc2scc(CCNC(=O)C(=O)Nc3ccc(F)cc3F)n2n1	-2%	-11%	5%	-7%[60.1 µM]	0%	?	-18%	5%[59 µM]	.
CCN(CC)S(=O)(=O)c1ccc2c(c1)c(=O)c(C(=O)NCc1ccccc1Cl)cn2C	.	?	-40%	-2%	-2%	-20%	5%	-23%[59 µM]	.
Cc1ccc(-c2noc(CNC(=O)c3ccc(C(C)(C)C)cc3)n2)cc1	1%	-8%	-9%	-17%	-11%	-2%	-13%	-2%[59 µM]	.
COc1cccc(CNC(=O)CN(c2cc(C)cc(C)c2)S(=O)(=O)c2c(C)noc2C)c1	-1%	12%	3%	-2%	-6%	49%[activator]	-6%	7%	-4%
Cc1ncc([N+](=O)[O-])n1CC(O)CCl (configuration not stated)	6%	1%	20%	-11%	-6%	1%	-19%	8%[59 µM]	5%
CCc1cccc(C)c1NC(=S)N(CCN(C)C)Cc1cccs1	-26%	-3%	33%[activator]	-10%	-9%	-11%	-1%	16%[59 µM]	-3%
Cc1ccc(S(=O)(=O)N2CCN(C(=O)COC(=O)c3ccc(O)cc3)CC2)c(C)c1	3%	.	15%	-11%	.	.	-7%	22%[0.501 µM]	-18%
CCCn1c(SCC(=O)Nc2ccccc2C(=O)NC2CC2)n[nH]c1=O	-3%	.	-14%	-1%	.	.	-9%	3%[12.7 µM]	24%
CC(C)N=C(NC#N)SCc1ccc(F)cc1	2%	22%	4%[58.9 µM]	1%	-6%	-12%	-17%	-3%	-2%
Cc1ccc(C(=O)NCC(=O)Nc2ccc(F)c(F)c2F)cc1	-2%	?	-17%	-10%[60.1 µM]	-5%	-4%	2%	3%	-16%
CCOc1ccc(N=c2scc(-c3ccccc3)n2CCO)cc1	8.9µM*	2%	11%	-8%	-7%	127%[activator]	-11%	16µM*	5%
COc1ccccc1OCCNC(=O)c1ccc(C)o1	7%	.	24%	-5%	.	.	-8%	-5%	-7%
CCCOC1CCCN(C(=O)c2cc(Cl)c(Cl)cc2C(=O)O)C1 (configuration not stated)	11%	24%	1%	-9%	1%	-7%	-15%	?	14%
CN(c1ccccc1)S(=O)(=O)c1cccc(NC(=O)Cn2cnc3c2c(=O)n(C)c(=O)n3C)c1	9%	-1%[57.1 µM]	14%	-5%	4%	-9%	-8%	?	-5%
CCOc1ccc(N2CC(C(=O)Nc3ccccc3OC)CC2=O)cc1 (configuration not stated)	12%	-7%	-21%	-24%	3%	-1%	-18%	-4%[59 µM]	0%
COC(=O)c1ccccc1NC(=O)CN1C(=O)c2ccccc2S1(=O)=O	-12%	4%	30%	-3%	3%	-1%	-8%	?	2%
Cc1nnc(N2CCC(C(=O)N3CCCCC3)CC2)c2nn(-c3ccc(Cl)cc3)c(C)c12	-4%&-4%	60%&-1%	16%&0%	-4%&2%	3%&1%	-11%&-14%	-7%&-7%	-6%[59 µM]	-24%
COc1ccc(CNc2nc3c(-c4cccc(C)c4)nnn3c3ccccc23)cc1	1%	11%	24%	-7%	-14%	4%	-13%	-6%[59 µM]	.
CC(C)CC(C(=O)Nc1cccc(O)c1)N1C(=O)c2ccccc2C1=O (configuration not stated)	-27%	8%	-4%	-19%	-3%	-17%	-7%	14%	13%
CC(C)(C)c1ccccc1OCCCCCNCCO	?	-10%	71µM*	5%	2%	-4%	-4%	?	12%
Cc1ccc(S(=O)(=O)N2CCOCC2)cc1C(=O)Nc1nc(-c2cccnc2)cs1	-1%	-24%	-6%	-8%	2%	-13%	0%	-32%[12.7 µM]	-9%
CNC(=O)C1CCC(Cn2c(=O)c3sccc3n(CC(=O)NCc3ccc(OC)cc3)c2=O)CC1 (configuration not stated)	4%	-29%	14%	23%	10%	-6%	-10%	18%[59 µM]	.
O=C(COC(=O)COc1ccccc1[N+](=O)[O-])NC1CCCC1	-9%	20%	11%	-2%	-3%	-13%	-13%	-1%[59 µM]	-1%
CCOC(=O)c1sc2nc3c(cc2c1N)C(=O)CC(C)(C)C3	2%	8%	19%	6%	1%	-2%	-18%	-14%	17%
Cc1ccc(C)c(S(=O)(=O)N2CCC3(CC2)OCCN3S(=O)(=O)c2cccs2)c1	-5%	.	52%[activator]	2%	.	.	-9%	-22%	13%
Cc1cc(C)cc(NC(=O)c2ccc(S(=O)(=O)C(F)F)cc2)c1	7%	-28%	144%[activator]	-16%	-6%	-18%	-9%	50µM*	-4%
CCOC(=O)C(/C(C)=N/NC(=O)C1CC1c1ccccc1)C(C)C (configuration not stated)	-5%	-29%	-7%	-4%	-10%	?	-13%	52%[activator][59 µM]	1%
CSc1nc2nc(-c3ccccc3)cc(C(F)(F)F)n2n1	49%[activator]	4%	8%	3%	0%	28%	-16%	11%[59 µM]	-8%
Cc1c(OCC(=O)NCCCN2CCOCC2)ccc2c(-c3ccccc3)cc(=O)oc12	?	8%	58%[activator]	-14%	-10%	-5%	-15%	0%	0%
Nc1nnnn1/N=C/c1ccc(Br)cc1	-9%	17%	108%[activator]	-5%	-4%	-1%	1%	16%	-13%
Cc1cccc(C)c1OCC(O)CNC(C)C (configuration not stated)	?	3%	2%	-18%	0%	2%	6%	?	-4%
CCN(C(=O)CSc1nnc(-c2ccccc2Cl)n1C1CCCC1)C1CCS(=O)(=O)C1 (configuration not stated)	.	15%	14%	2%	-3%	-11%	-14%	?	13%
COc1ccc(Cn2c(C(=O)O)c(CNCCc3ccco3)c3ccc(C)cc32)cc1	?	-8%	18%	-8%	0%	?	-18%	?	.
